# Source: PubChem (National Center for Advancing Translational Sciences (NCATS))
# Mito fusion act = inhibitors of mitochondrial division or activators of mitochondrial fusion. S. cerevisiae fusion-defective mutant growth rescue, CellTiterGlo 48 h. Potency, µM (top dose mostly 46.1 µM), for the others: at the highest dose growth rescue (activation), most hits filed as activators. hit rate 0.23% among 320,000;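 note: potency is the fitted concentration of half-maximal effect; % of control where 0% means no effect; nearly all actives have a fitted effect of over 45% in size; temperature-sensitive fusion mutants such as fzo1-1 at 37 °C on non-fermentable ethanol glycerol medium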
#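 Temperature-sensitive fusion-defective S. cerevisiae (e.g. fzo1-1, mgm1-5) were grown with compound in YPEG medium (3% ethanol, 3% glycerol) for 48 hours at 37C. Growth rescue was measured as viability by CellTiterGlo luminescence after 10 minutes at ambient.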
# KCNH2 3.1 inh = KCNH2 3.1 (human) potassium channel inhibition | activity change, % (tested at about 1.8 µM) | AID 720553 | U2OS KCNH2 3.1, thallium flux FluxOr; hits give low values | hit rate 0.95% among 340,000;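 active = maximum activity change below -70%; inconclusive = maximum activity change from -70% to -50%; inactive = maximum activity change above -50%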;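 note: thallium influx rate constant from kinetic fluorescence after stimulation buffer; % is set by controls: 0 for no effect and ±100 for the full control effect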
#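 Thallium flux read-out: FluxOr dye with Red40 quencher in HBSS/HEPES, 45 min at RT. Rate constants from kinetic reads were normalized to positive and negative DMSO controls. Cells: U2OS virally expressing the 3.1 isoform.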
# TRPV1 ag = activates the human vanilloid receptor TRPV1; activation, % at 8.33 µM; Q8NER1; TRPV1-expressing cells, Fluo-8 calcium influx, agonist mode; hit rate 0.19% among 320,000; in the data active = activation above about 80%; inconclusive = between about 30% and that limit; note: 0% is about no effect
# Target sequence (Q8NER1 whole entry, looked up): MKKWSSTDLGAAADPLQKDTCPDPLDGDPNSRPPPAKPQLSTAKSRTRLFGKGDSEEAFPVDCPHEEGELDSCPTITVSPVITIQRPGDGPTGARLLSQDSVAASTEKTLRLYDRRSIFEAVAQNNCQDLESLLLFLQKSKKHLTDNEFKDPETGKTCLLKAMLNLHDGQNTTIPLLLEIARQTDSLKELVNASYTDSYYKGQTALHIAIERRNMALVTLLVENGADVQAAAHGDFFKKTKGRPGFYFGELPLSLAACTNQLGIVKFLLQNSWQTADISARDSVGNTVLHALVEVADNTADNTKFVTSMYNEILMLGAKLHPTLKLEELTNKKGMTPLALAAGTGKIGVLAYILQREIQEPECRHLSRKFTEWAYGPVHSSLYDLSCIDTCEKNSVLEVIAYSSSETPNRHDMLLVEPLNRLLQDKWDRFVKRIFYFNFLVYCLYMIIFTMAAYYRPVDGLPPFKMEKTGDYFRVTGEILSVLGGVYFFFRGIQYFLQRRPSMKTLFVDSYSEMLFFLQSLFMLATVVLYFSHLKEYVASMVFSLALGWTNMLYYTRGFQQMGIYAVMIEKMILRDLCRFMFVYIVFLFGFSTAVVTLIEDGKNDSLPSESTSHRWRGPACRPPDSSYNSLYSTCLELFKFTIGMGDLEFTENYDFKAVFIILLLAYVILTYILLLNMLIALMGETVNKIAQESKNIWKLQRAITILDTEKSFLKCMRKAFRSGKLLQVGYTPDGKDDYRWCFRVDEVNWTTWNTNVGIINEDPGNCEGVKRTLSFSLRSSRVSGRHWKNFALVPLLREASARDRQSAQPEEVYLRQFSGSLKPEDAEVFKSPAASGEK
#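 TRPV1-expressing cells were cultured overnight at 35.5C and loaded with Fluo-8 calcium dye for 40 to 90 min at room temperature. After a 10 s baseline, compound was added and calcium influx was read kinetically for 3 min (ex 480/em 520 nm).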
# TCR activator = activates T cell receptor signaling. primary human leukocytes, anti-CD3, IL-2 HTRF, 48 h. Potency, µM (highest dose often 9.22 µM), inactives show at the top dose activation of IL-2 secretion, most hits filed as activators. 330,000 tested, under 10 active; note: % of control where 0% means no effect
#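 1) Mix primary human leukocytes, a-CD3 beads and compound. 2) Incubate 48 hr. 3) Add HTRF IL-2 reagents (a-IL-2-K, a-IL-2-d2).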
# Eya2 inh = inhibitors of human Eya2 phosphatase activity | O00167 | recombinant Eya2, OMFP fluorescence dephosphorylation (OMFP is methylfluorescein phosphate) | Potency, µM (series often up to 76.9 µM), for the others: at the top dose activity, negative = inhibition, actives largely listed as inhibitors | hit rate 0.006% among 330,000; note: potency is the fitted concentration of half-maximal effect; % is set by controls: 0 for no effect and ±100 for the full control effect
#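 Eya2 protein (added as 0.2 uM solution) was preincubated with compound for 10 min at ambient temperature in 50 mM HEPES pH 7.5, 50 mM NaCl, 5 uM MgCl2, 0.05% BSA, 1 mM DTT. OMFP (added at 50 uM) then reacted 10 min; fluorescence read at 485/525 nm.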
# hERG WT inh = inhibitors of human wildtype KCNH2 potassium channel; Q12809; U2OS, BacMam KCNH2, thallium flux FluxOr; hits give low values; activity change, % at 1.84 µM; hit rate 0.37% among 340,000; AID 720551;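 active = maximum activity change below -70%; inconclusive = maximum activity change between -70% and -50%; inactive = maximum activity change above -50%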; note: % is set by controls: 0 for no effect and ±100 for the full control effect
#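 U2OS cells transduced with wild-type KCNH2 virus are loaded with FluxOr dye for 45 min, and thallium flux is measured in kinetic reads before and after stimulation buffer. Rate constants are normalized to DMSO controls.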
# AT treatment = potential ataxia-telangiectasia treatment; […] A-T fibroblasts, KAP-1 phosphorylation AlphaLISA; neocarzinostatin DNA damage 30 min before lysis; Potency, µM (top dose mostly 57.5 µM), for the others: at the top dose activation, hits mostly activators; hit rate 0.19% among 320,000; note: potency is the fitted concentration of half-maximal effect; % of control where 0% means no effect; nearly all actives have a fitted effect of over 45% in size
#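 hTERT-immortalized A-T patient fibroblasts ([…]), 500 cells/well in OPTI-MEM, 1% FBS, got compounds for 60 min, then NCS for 30 min at 37C. Lysates were then assayed for phospho-KAP-1 by AlphaLISA (anti-pKAP1 donor, anti-KAP1 acceptor beads), 6 hr at 25C.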
# ELG1 DNA repair = ELG1-dependent DNA repair inhibition; AID 504467; hit rate 2.3% among 330,000; HEK293T ELG1-luciferase reporter, luminescence, 16 h; DNA damage induced by 5-fluorouridine; Potency, µM (titrated, usually from 46.1 µM), for the others: at the top dose activity change, negative = inhibition, actives largely listed as inhibitors; note: potency is the fitted concentration of half-maximal effect; % is set by controls: 0 for no effect and ±100 for the full control effect; nearly all actives have a fitted effect of over 55% in size
#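 Cells (2,000 per well) received 5-fluorouridine plus test compound or DMSO and were incubated 16 hr at 37 °C, 5% CO2. Luciferase activity was read by luminescence 30 min after ONE-Glo addition; signal suppression marked inhibition of damage-induced ELG1 function.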
# USP2a inh = USP2a (human) protease inhibition. USP2 core, Ub-CHOP2 coupled fluorogenic reporter, 485/531. Potency, µM (top dose mostly 38.3 µM), for the others: at the top dose activity change, negative = inhibition, hits mostly inhibitors. AID 463254. hit rate 0.01% among 330,000. O75604;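 note: potency is the fitted concentration of half-maximal effect; plate controls were DMSO wells for no effect and full inhibition by NEM control for full effect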
#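 USP2 core (10nM final) preincubated 30min RT with compound in 20mM Tris-HCl pH 8.0, 2mM CaCl2, 2mM beta-mercaptoethanol, 0.05% CHAPS; 25nM Ub-CHOP2 plus 25nM reporter substrate added, fluorescence (Ex485/Em531) read after 60min.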
# TSHR antag = blocks TSH signaling through the human TSH receptor | P16473 | TSHR-expressing cells, TSH-stimulated cAMP HTRF, 2 h; hits give low values | AID 504810 | activity change, negative = inhibition, % at 11.5 µM | hit rate 0.2% among 330,000;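 active = activity change below a set negative limit, meaning inhibition stronger than a set level, cut at about -70% in these data; inconclusive = activity change between two set negative limits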; note: % is set by controls: 0 for no effect and ±100 for the full control effect
#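 Freshly harvested TSHR cells receive pin-tooled compound, then EC80 TSH at 4nM final. After 2 hours at 37 deg C, antibody in lysis buffer and cAMP-d2 are added; 30 minutes at ambient temperature precede the HTRF read.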
# * hit, by the source's call; u = inconclusive; x = not tested or not shown; [ ] = remark or other dose. Unless noted, calls come from the whole dose curve; as a rule, active = well fitted curve in the direction sought with a large enough effect; inconclusive = small, poorly fitted or top-dose-only effect, or another doubt; inactive = no such curve, though single readings can be large; an effect the other way counts as inactive or inconclusive.
Structure	Mito fusion act	USP2a inh	AT treatment	ELG1 DNA repair	TCR activator	TSHR antag	hERG WT inh	KCNH2 3.1 inh	Eya2 inh	TRPV1 ag
C=CCOc1ccccc1/C=N/NC(=O)Cc1ccccc1	-1%	0%	9%	-24%	7%	-4	-2	-7	-1%	10
O=[N+]([O-])c1cccnc1-n1cnc2ccccc21	x	1%	-1%	-11%	2%[46.1 µM]	5	2	11	-3%	-8
CN(CC(=O)Nc1ccccc1Cl)C(=O)COC(=O)c1nc(Cl)ccc1Cl	-2%	-2%	-2%	14%	0%	-2	-1	4	-13%	-2
Clc1ccc(-c2n[nH]c3c2CCC3)cc1Cl	-9%	-1%	8%	27%	-6%	4	-15	14	-10%	7
CC(C)(C)N/N=C1\CC(c2ccccc2)Oc2ccccc21 (stereo not drawn)	-1%	4%	6%	18%	4%[46.1 µM]	1	3	9	-7%	-1
CCN(C(=O)CSc1ccc2ccccc2n1)C1CCCCC1	x	1%	-2%	-27%	2%	-10	15	x	-19%	x
CCOC(=O)c1ccc(N=C2SC(C(=O)NC)CC(=O)N2Cc2ccc(F)cc2)cc1 (stereo not drawn)	-2%	-1%	-1%	28%	x	15	5	-14	3%	8
Cc1ccc(NC(NC(=O)c2cccnc2)C(Cl)(Cl)Cl)cc1 (stereo not drawn)	-27%	3%	-1%	-2%	7%[46.1 µM]	-4	-20	3	-22%	-2
CC1(C)CC(=O)C(C=NCCC2=CCCCC2)=C(O)C1	3%	-1%	-2%	12%	0%	4	-10	14	-5%	2
N#Cc1ccc(COC(=O)c2cc(=O)c3ccccc3o2)cc1	-4%	4%	-2%	0%	-6%	-1	16	u	-4%	1
CCCc1cc(N2CCN(c3ccccn3)CC2)n2nc(C)c(-c3ccccc3)c2n1	-16%	-3%	18%	-15%	10%	41	21	-16	-5%[15.4 µM]	3
COC(=O)c1c(-c2ccc(Br)cc2)noc1N	0%	-1%	-3%	u	x	-2	5	-12	-5%	3
CC(C)OC(=O)CSc1nnc(C2CCCCC2)n1N	7%	0%	6%	u	-4%	4	39	0	-28%	4
COc1cccc(/C=N/NC(=O)CCn2nnc3ccccc32)c1	1%	3%	1%	5%	10%[46.1 µM]	-16	3	15	-5%	1
O=C(CSc1nnc(-c2ccccc2)c(-c2ccccc2)n1)NC1CCS(=O)(=O)C1 (stereo not drawn)	-2%	1%	0%	-16%	0%	5	10	14	-9%	0
Cc1c(C(=O)NC2CCCc3ccccc32)cccc1[N+](=O)[O-] (stereo not drawn)	u	-3%	8%	-1%	-4%	0	3	-23	-2%	4
CC(C)CN(c1ccccc1)S(=O)(=O)c1nnc(NC(=O)C(C)C)s1	12%	3%	-4%	5%	-4%	1	-13	-2	-11%	-1
COc1cc(Cl)ccc1OCc1cc(C(=O)N(C)Cc2cn(C)nc2C)no1	0%	-1%	0%	8%	-1%	9	-18	x	-10%	18
COc1ccc(NC(=O)Nc2ccc3c(c2)N(C)C(=O)CS3)cc1Cl	-2%	2%	-3%	u	x	-6	-2	-16	19%	u
Cc1[nH]c2ccccc2c1SCC(=O)O	0%	4%	-5%	-13%	-5%[46.1 µM]	26	6	5	1%	6
COc1ccc(C)cc1-n1nnnc1SC(C)C(=O)NC1CCCC1 (stereo not drawn)	x	2%	-2%	0%	x	-11	11	-3	4%	x
Cc1nn(-c2cccc(Cl)c2)c2nc(C(F)(F)F)[nH]c(=O)c12	3%	3%	15%	-2%	-5%[46.1 µM]	-48	7	8	8%	-7
NC(=O)C1CCN(CCS(=O)(=O)c2ccc(Cl)cc2)CC1	-5%	0%	5%	11%	-19%	12	-4	4	4%	1
CC(=O)Nc1ccc(C(=O)OCc2ccc(Cl)c(Cl)c2)cc1	16%	2%	-1%	17%	2%	0	-2	-2	-23%	3
CCN=C1SC(C(=O)Nc2cccc(C)c2)CC(=O)N1CC (stereo not drawn)	3%	2%	10%	-8%	2%	-1	-8	5	1%	12
CSc1nnc(-c2cccn(Cc3cccc(Cl)c3)c2=O)o1	-6%	2%	3%	8%	-11%	1	-1	25	6%	-5
Cc1nnc(SCC(=O)NCc2ccc3c(c2)OCO3)n1C	0%	3%	2%	16%	-4%	-1	-1	11	9%	-3
COc1cccc(N2C(=O)C3C(C2=O)C3(c2ccccc2)c2ccccc2)c1 (stereo not drawn)	2%	-7%	5%	u	-5%	5	-4	3	7%	24
Cc1ccccc1OCc1nnc2c3cnn(C)c3ncn12	-1%	0%	8%	u	1%	16	3	2	-5%	-1
COc1ccccc1CNC(=O)C1Cc2cc(S(=O)(=O)N3CCCCC3)ccc2N1C(C)=O (stereo not drawn)	0%	0%	4%	8%	-9%	3	2	16	-5%	15
COc1ccc(C(=O)NCc2ccc(C(=O)O)o2)cc1	-1%	0%	4%	-4%	2%	-14	3	12	9%	1
O=C(/C=C/c1ccc(F)cc1)NCc1ccco1	1%	0%	x	u	5%[46.1 µM]	-17	-17	2	-10%	-5
O=C(Nc1ccc(Oc2ccccc2)cc1)C1CCCO1 (stereo not drawn)	2%	1%	2%	u	-2%	0	11	-17	10%	u
Cc1sc2ncn(CC(=O)NCCN3CCOCC3)c(=O)c2c1S(=O)(=O)N1CCC(C)CC1	-1%	-3%	15%	16%	3%	8	-4	4	-19%	2
CCCCCOc1ccc(Cl)cc1CN1CCOCC1	9%	5%	19%	u	-2%	-18	35	-9	-18%	10
NC(=O)[C@@H]1CCCCNc2c(F)cc([N+](=O)[O-])cc2C(=O)N[C@@H](CCCN=C(N)N)C(=O)NCC(=O)N1	2%	8%	11%	1%	-7%	-7	-7	7	3%	-1
CN(CC(=O)Nc1ccccc1C(F)(F)F)C(=O)c1ccccc1Sc1ccccc1C#N	7%	1%	10%	-13%	-2%	-9	4	21	-1%	11
Cc1c(NC(=O)OCCNC(=O)Nc2ccccc2)sc(=S)n1C	-6%	-1%	-5%	-8%	5%	-9	-11	0	-3%	1
COc1ccc(CCNC(=O)C(=O)Nc2nccs2)cc1OC	-3%	0%	-1%	11%	1%	-2	3	-2	4%	4
CCOC(=O)c1noc(C)c1C(=O)Nc1nccs1	-5%	1%	5%	-1%	x	-3	-4	0	1%	-1
CCOC(=O)C1=C(C)NC(C)=C(C(=O)OCC)C1C(=O)OCC(=O)N(C)C1CCS(=O)(=O)C1 (stereo not drawn)	0%	1%	-2%	-2%	4%	4	-19	-29	17%	0
O=C(CC1S/C(=N/N=C/C=C/c2ccccc2)NC1=O)Nc1ccc(C(=O)O)cc1 (stereo not drawn)	-3%	1%	-1%	3%	8%	1	15	10	-1%	3
O=C(CNc1cccc([N+](=O)[O-])c1)N/N=C/c1ccc(F)cc1	-6%	0%	2%	4%	0%	-10	6	14	18%	8
CCN(c1ccccc1C(=O)O)S(=O)(=O)c1cccc2nsnc12	-14%	-1%	6%	27%	-1%	4	4	10	3%	1
CC(C)(C)c1cc(C(C)(C)C)cc(S(=O)(=O)CCc2ccccn2)c1	-4%	-1%	-2%	4%	4%	0	-3	-4	-32%	u
CC(=O)c1sc2nc(-c3cccs3)ccc2c1N	2%	3%	0%	u	7%	-10	-22	6	-23%	-3
Cc1cc(C)c2nc(-c3ccccn3)cc(C(=O)n3cccn3)c2c1	-2%	3%	7%	-8%	0%	6	-12	-8	-19%	3
CCC(CC)C(=O)c1c[nH]c(C(=O)N2CCN(c3ccccc3F)CC2)c1	-5%	-10%	-2%	0%	2%	11	-8	-22	0%	28
COc1ccc(C(=O)C2CCCN(C(=O)c3n[nH]c4c3CCCC4)C2)cc1OC (stereo not drawn)	4%	-1%	-4%[11.5 µM]	u	3%	-2	2	7	-1%	1
CSc1ccccc1OCc1cc(C(=O)NCCC2CCCCO2)no1 (stereo not drawn)	1%	-1%	-4%	u	-3%	-21	-5	-9	-3%	12
CCOC(=O)[C@H]1[C@H]2COc3ccc(OC)cc3[C@@H]2N2C(=O)CN(Cc3ccco3)C(=O)[C@@]12C	-6%	0%	-1%	15%	0%	8	-11	-32	-1%	2
Cc1ccc(NC(=O)c2cc(-c3ccccc3O)n[nH]2)cc1Cl	3%	0%	-5%	23%	3%	-4	-16	-4	1%	1

# Three entries from above, sorted by the number in USP2a inh, low to high:
SMILES,USP2a inh,TCR activator,TSHR antag,Eya2 inh,TRPV1 ag
CCC(CC)C(=O)c1c[nH]c(C(=O)N2CCN(c3ccccc3F)CC2)c1,-10%,2%,11,0%,28
CCN(c1ccccc1C(=O)O)S(=O)(=O)c1cccc2nsnc12,-1%,-1%,4,3%,1
CCOC(=O)C1=C(C)NC(C)=C(C(=O)OCC)C1C(=O)OCC(=O)N(C)C1CCS(=O)(=O)C1 (stereo not drawn),1%,4%,4,17%,0

# Some of the compounds tested; count on the stated rates, not on these rows.
